GCN5L2 inh: GCN5L2 (KAT2A) acetyltransferase inhibition. Q92830. hit rate 0.21% among 390,000. Potency, µM (doses to about 58.9 µM), for inactives: at the highest dose activity change, negative = inhibition, most hits filed as inhibitors. GCN5L2 HAT assay, ThioGlo1 CoA-SH fluorescence. AID 504327
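Free CoA generated was detected with ThioGlo1 (50uM) fluorescence at Ex340nm/Em540nm, read immediately and after 20 min at room temperature. Enzyme, 20 nM in HEPES pH 7.5 buffer, saw compounds 15 min before adding 75uM H3(1-25) peptide and 70uM acetyl-CoA.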
DT40 TDP1 no CPT: qHTS for Inhibitors of human tyrosyl-DNA phosphodiesterase 1 (TDP1): qHTS in cells in absence of CPT. Potency, µM (top dose mostly 46.2 µM), for inactives: at the highest dose activity change, negative = growth inhibition, most hits filed as inhibitors. hit rate 15% among 420,000. AID 686978, 2013. DT40 Tdp1-/- hTDP1 cells, no CPT, ATP luminescence, 48 h; also: nearly all actives have a fitted effect of over 55% in size
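Readout: luminescence from CellTiter-Glo after 30 min in the dark at RT. Cells: DT40 Tdp1-/- with stable hTDP1, 400/well. Exposure: compounds alone, ≥48 hr, 37 °C.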
TDP1 block: blocks human tyrosyl-DNA phosphodiesterase 1; Q9NUW8; recombinant TDP1, AlphaScreen DNA substrate cleavage; Potency, µM (doses to about 130 µM), inactives show at the top dose activity change, negative = inhibition, usual class: inhibitors; hit rate 0.28% among 350,000; AID 485290; also: nearly all actives have a fitted effect of over 40% in size
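Steps: enzyme plus compound, 15 min RT; add biotin/phosphotyrosine-FITC oligonucleotide (15 nM final), react 5 min; add donor/acceptor beads (10 ug/ml final), 10 min; read AlphaScreen. Tdp1 at 1 nM final.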
The depositor's hits bear a star; ? = inconclusive; / = no result given; & = joins results of further samples; [ ] = remark or other dose. Calls follow the shape of the dose curve; as a rule, active = well fitted curve in the direction sought with a large enough effect; inconclusive = small, poorly fitted or top-dose-only effect, or another doubt; inactive = no such curve, though single readings can be large; an effect the other way counts as inactive or inconclusive. % is scaled to controls: 0 for no effect and ±100 for the full control effect; potency is read from the fitted curve at half-maximal effect. This is a subset; rates above refer to the full screens.

(1) C[C@]12CC[C@H]3[C@@H](CCC4=CC(=O)CC[C@@]43C)[C@@H]1CC[C@@H]2C(=O)CO
(2) CC[C@@H]1C(=O)OC[C@@H]1Cc1cncn1C
(3) CCCOC(=O)c1ccccc1
(4) CCN(CC)CCOc1ccccc1C(=O)CCc1ccccc1
(5) CCC1C(=O)OCC1Cc1cncn1C (stereo unspecified)
(6) C[C@H](CCC(=O)O)[C@H]1CC[C@H]2[C@@H]3[C@@H](O)C[C@@H]4C[C@H](O)CC[C@]4(C)[C@H]3CC[C@]12C
(7) C/C(O)=C1\C(=O)[C@@H]2[C@H]3c4c[nH]c5cccc(c45)C[C@H]3C(C)(C)N2C1=O
(8) COc1nc(C)nc(Cl)c1NC1=NCCN1

| Screen / compound no. | 1 | 2 | 3 | 4 | 5 | 6 | 7 | 8 |
| --- | --- | --- | --- | --- | --- | --- | --- | --- |
| TDP1 block | 11.6% | / | 8.9%&4.3% | / | 12.4%[56.1 µM] | 2.5% | 17.1%&14.6% | -0.2% |
| GCN5L2 inh | -1.3% | 0.0% | 43.8%&-0.1%[activator] | -12.7% | 1.3%&1.6%&-4.2%&-4.0%&-16.1% | -4.0% | -3.7%&-0.9% | -7.5% |
| DT40 TDP1 no CPT | 10.3µM* | -3.2% | 4.3% | ? | -6.2%&-8.1%&-3.8% | ? | 8.31µM* | 5.5% |

2 compounds picked at random from the list so far, as already listed:
(2) CC[C@@H]1C(=O)OC[C@@H]1Cc1cncn1C
(4) CCN(CC)CCOc1ccccc1C(=O)CCc1ccccc1

| Screen / compound no. | 2 | 4 |
| --- | --- | --- |
| TDP1 block | / | / |
| GCN5L2 inh | 0.0% | -12.7% |
| DT40 TDP1 no CPT | -3.2% | ? |

Full records from above:
C[C@H](CCC(=O)O)[C@H]1CC[C@H]2[C@@H]3[C@@H](O)C[C@@H]4C[C@H](O)CC[C@]4(C)[C@H]3CC[C@]12C as listed: TDP1 block: 2.5%; GCN5L2 inh: -4.0%; DT40 TDP1 no CPT: ?
CC[C@@H]1C(=O)OC[C@@H]1Cc1cncn1C as listed: TDP1 block: /; GCN5L2 inh: 0.0%; DT40 TDP1 no CPT: -3.2%
